# SSB-PriA inh: K. pneumoniae PriA-SSBct interaction inhibition; 430,000 tested, 0.6% active; AlphaScreen SSBct-PriA binding, biotinylated peptide; inhibition, % at 33 µM; in the data active = inhibition mostly above about 37%, no sharp cut-off; inactive = mostly below about 20%;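 also: plate controls were negative control peptide for no effect and reference peptide for full effect; strong numbers were not always called active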
# 3CLpro inhibitor: SARS-CoV 3CLpro protease inhibition; P0C6X7; recombinant SARS-CoV 3CLpro, quenched FRET peptide cleavage; inhibition, % at 6 µM; 290,000 tested, 0.14% active; AID 1706; in the data active = inhibition above about 12%
# UGM FP inh: blocks M. tuberculosis UGM enzyme; P9WIQ1; purified UGM, fluorescence polarization probe displacement; inhibition, % at 10 µM; AID 504406; 320,000 tested, 0.06% active; in the data active = inhibition above about 10%, passing the limit was not always enough
# Target sequence (P9WIQ1 whole entry, looked up): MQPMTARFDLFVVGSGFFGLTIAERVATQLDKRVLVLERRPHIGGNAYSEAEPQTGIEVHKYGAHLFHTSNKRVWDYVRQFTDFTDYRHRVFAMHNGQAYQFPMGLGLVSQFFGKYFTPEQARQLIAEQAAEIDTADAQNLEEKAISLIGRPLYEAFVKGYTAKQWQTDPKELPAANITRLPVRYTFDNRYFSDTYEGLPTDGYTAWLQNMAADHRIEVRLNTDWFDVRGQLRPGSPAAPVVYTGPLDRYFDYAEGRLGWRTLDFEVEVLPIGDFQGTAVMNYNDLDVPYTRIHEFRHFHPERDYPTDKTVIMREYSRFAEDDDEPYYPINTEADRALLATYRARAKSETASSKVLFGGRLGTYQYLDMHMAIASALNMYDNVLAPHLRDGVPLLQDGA
# BH1578 lux ind: inducers of Vibrio cholerae quorum light production without autoinducers; 350,000 tested, 0.16% active; V. cholerae BH1578 lux reporter, luminescence, 6 h; activation, % at 18.7 µM; in the data active = activation mostly above about 9.7%, no sharp cut-off; also: not every result past the cut was called active; inactives centre near 0; reference of the scale not given here
# Mtb BioA inh: BioA (M. tuberculosis) enzyme inhibition | 360,000 tested, 0.096% active | inhibition, % at 9.99 µM | purified M. tuberculosis BioA enzyme, plate reader; in the data active = inhibition above about 40%
# Rv3671c protease: inhibits the M. tuberculosis serine protease Rv3671c | inhibition, % at 5.96 µM | 320,000 tested, 0.048% active; in the data active = inhibition above about 38%;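 also: extracellular domain of Rv3671c used as enzyme; 0% = enzyme with DMSO and 100% = no enzyme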
# Target sequence (P9WHR9 whole entry, looked up, the tested form may be a part): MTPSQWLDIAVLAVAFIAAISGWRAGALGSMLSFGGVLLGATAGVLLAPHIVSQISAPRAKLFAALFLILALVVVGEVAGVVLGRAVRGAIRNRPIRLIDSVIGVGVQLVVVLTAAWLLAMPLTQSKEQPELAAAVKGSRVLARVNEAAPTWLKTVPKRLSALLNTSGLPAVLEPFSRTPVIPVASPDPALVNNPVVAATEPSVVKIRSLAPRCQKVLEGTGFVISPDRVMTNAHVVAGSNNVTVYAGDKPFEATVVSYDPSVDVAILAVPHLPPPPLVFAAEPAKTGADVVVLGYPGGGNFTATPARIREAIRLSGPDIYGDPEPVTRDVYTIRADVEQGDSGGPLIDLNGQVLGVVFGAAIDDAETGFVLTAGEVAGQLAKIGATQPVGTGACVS
# VHR inh abs: blocks human VHR1 dual specificity phosphatase. P51452. recombinant VHR phosphatase, pNPP absorbance. inhibition, % at 13.3 µM. 290,000 tested, 0.52% active. AID 1654; in the data active = inhibition above about 50%; also: some compounds called inactive have numbers as strong as hits
# Target sequence (P51452 whole entry, looked up): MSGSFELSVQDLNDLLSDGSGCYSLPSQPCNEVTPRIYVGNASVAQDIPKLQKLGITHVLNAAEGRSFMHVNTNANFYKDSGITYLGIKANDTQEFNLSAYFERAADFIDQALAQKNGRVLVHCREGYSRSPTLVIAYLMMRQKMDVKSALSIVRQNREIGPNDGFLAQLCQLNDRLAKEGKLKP
# GDH-TPI counter: inhibits GDH-TPI coupling enzymes, artifact for Mtb FBA screen; GDH-TPI coupled enzyme counterscreen, NADH absorbance; 360,000 tested, 1.2% active; inhibition, % at 4.8 µM; in the data active = inhibition above about 30%;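 also: 0% = DMSO wells and 100% = wells lacking the enzyme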
# FBA Mtb inh: Mtb fructose-bisphosphate aldolase inhibition; P9WQA3; purified M. tuberculosis FBA, fluorescence read-out; inhibition, % at 1 µM; 360,000 tested, 2.3% active; in the data active = inhibition above about 27%;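 also: 0% = vehicle and 100% = reference inhibitor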
# MazEF act: increases E. coli MazEF RNase cleavage of RNA; FAM/BHQ RNA-DNA oligo cleavage fluorescence, 5 h; activation, % at 20 µM; 350,000 tested, 0.32% active; P0AE70; in the data active = activation above about 50%
# * = called active by the depositor; i = inactive; / = no result given; + = active, no number; & = joins results of further samples. A portion of the library. The share of hits here may be higher or lower than overall.
entry | SMILES | Rv3671c protease | BH1578 lux ind | FBA Mtb inh | UGM FP inh | VHR inh abs | GDH-TPI counter | MazEF act | Mtb BioA inh | SSB-PriA inh | 3CLpro inhibitor
1 | COCCn1c(C)cc(/C=C2/SC(=O)N(C(C)C(=O)OC)C2=O)c1C (configuration not stated) | -1 | 0.6 | 0 | 4.7 | 0 | 6 | 0 | / | -6 | 1
2 | COc1ccc(-c2coc3cc(OC(C)=O)c(OC)cc3c2=O)cc1 | 2 | -0.4 | 21 | / | / | 22 | -9 | -0.2 | -7 | /
3 | Cc1ccc(/C=C/S(=O)(=O)NCC(=O)OCC(=O)NCc2ccccc2)cc1 | -7 | -1.8 | 0 | -1.5 | 2 | -4 | 1 | -0.8 | 1 | 2
4 | O=C(NCCCN1CCN(c2cccc(Cl)c2)CC1)c1ccc(N2CCCC2=O)cc1 | -17 | i | -2 | 1.3 | -4 | 3 | -4 | 0.4 | -2 | -1
5 | Cc1ccc(/C=N/NC(=O)CCCOc2ccc(Cl)cc2Cl)cc1 | -6 | 3.8 | -2 | -0.4 | -2 | 5 | -3 | -0.8 | / | 3
6 | Cc1cc(C)n(-c2ccc(C(=O)OCC(=O)c3ccc(Br)s3)cc2)n1 | -4 | / | -3 | 1.8 | 19 | 10 | -8 | -0.1 | -6 | 7
7 | COc1ccc(C)cc1N/C(N)=N/c1nc(C)cc(C)n1 | -3 | i | -5 | 3.3 | 24 | 8 | 8 | / | / | 3
8 | CN(C)c1ccc(-c2nc3ccccc3c(=O)[nH]2)cc1 | -17 | -0.8 | 2 | -0.1 | 17 | 74* | 0 | / | -2 | 4
9 | CC(C)(C)OC(=O)N(CCc1ccccc1)Cc1cccc(OCc2cccc(NC(=O)C3CCCC3)c2)c1 | / | 0.8 | 0 | / | / | 13 | 5 | 1.2 | -10 | /
10 | CC(C)=CCC/C(C)=C/CNC(=O)C[C@H]1C[C@H](C(=O)N(C(C)C)C(C)C)[C@@]2(C)c3[nH]c4cc(-c5ccco5)ccc4c3CCN2C1=O | / | -0.5 | 13 | / | / | 26 | -4 | -2.3 | 1 | /
11 | COc1ccc(O)c(C(=O)CC(=O)c2ccccc2)c1 | -6 | / | / | -0.6 | -5 | / | / | / | / | -2
12 | COc1ccc(-c2coc3c(C(=O)NCCN(C)C)cccc23)c(C)c1 | / | -0.5 | -1 | / | / | 4 | / | 4.3 | / | /
13 | Cc1nc(N2CCC(C)CC2)c2nnn(Cc3ccccc3)c2n1 | -6 | -1.1 | -2 | -1.4 | -5 | 4 | -2 | -0.9 | -22 | 3
14 | Cc1ccc(CNC(=O)c2nn(C)c3c2CS(=O)(=O)c2ccccc2-3)cc1 | 0 | -2.6 | 3 | 2.1 | -25 | -3 | 7 | -0.3 | -4 | -3
15 | O=C(CCn1c(=S)[nH]c2ccccc2c1=O)Nc1cccc(Cl)c1 | -7 | -0.8 | -4 | 0.4 | 25 | 10 | 4 | -2.0 | 0 | -3
16 | CC(=O)N1CCc2cc(S(=O)(=O)N3CC(C)CC(C)C3)ccc21 (configuration not stated) | -5 | -0.4 | -4 | 1.3 | 1 | -4 | 5 | -0.3 | 6 | -4

# An excerpt of these results, with one line to a screen:
(11) COc1ccc(O)c(C(=O)CC(=O)c2ccccc2)c1
(15) O=C(CCn1c(=S)[nH]c2ccccc2c1=O)Nc1cccc(Cl)c1
(9) CC(C)(C)OC(=O)N(CCc1ccccc1)Cc1cccc(OCc2cccc(NC(=O)C3CCCC3)c2)c1

Assay by compound	11	15	9
Rv3671c protease	-6	-7	/
BH1578 lux ind	/	-0.8	0.8
FBA Mtb inh	/	-4	0
UGM FP inh	-0.6	0.4	/
VHR inh abs	-5	25	/
GDH-TPI counter	/	10	13
MazEF act	/	4	5
Mtb BioA inh	/	-2.0	1.2
SSB-PriA inh	/	0	-10
3CLpro inhibitor	-2	-3	/

# Later entries:
entry | SMILES | Rv3671c protease | BH1578 lux ind | FBA Mtb inh | UGM FP inh | VHR inh abs | GDH-TPI counter | MazEF act | Mtb BioA inh | SSB-PriA inh | 3CLpro inhibitor
17 | CCOc1ccccc1C(=O)N[C@H](C(=O)OCc1cc(=O)oc2cc(C)ccc12)C(C)C | -8 | i | -2 | -0.1 | 18 | 13 | -4 | -0.4 | -3 | -2
18 | COc1ccc(C2=NOC3(CC(=O)N(c4ccc(F)cc4)C3=O)C2)cc1 (configuration not stated) | -11 | i | -1 | -0.4 | 0 | 6 | -1 | / | -3 | 0
19 | N#Cc1nc(Cc2cccc3ccccc23)oc1NCc1ccco1 | -8 | -0.2 | 0 | 0.7 | 28 | -2 | -3 | -0.7 | 35 | 0
20 | CCN1CCN(C(=O)C2CCC(CNS(=O)(=O)c3ccc(NC(C)=O)cc3)CC2)CC1 (configuration not stated) | 5 | -0.3 | 1 | 1.6 | 12 | 5 | -4 | 0.1 | 1 | -3
21 | COCC1CCN(C(=O)c2cc(COc3ccc(OC)c4ccccc34)on2)C1 (configuration not stated) | -7 | -0.2 | 2 | -0.6 | -3 | 19 | 6 | -0.2 | -5 | 10
22 | COc1cc(C2Oc3ccccc3C=C2[N+](=O)[O-])cc(OC)c1OC (configuration not stated) | / | -1.3 | -2 | / | -7 | 16 | 0 | 0.2 | -7 | 6
23 | Cc1ccccc1NC(=O)c1nn(C)c2c1CS(=O)(=O)c1ccccc1-2 | -2 | 2.0 | -2 | 1.0 | 17 | 5 | 3 | -0.8 | -15 | 4
24 | Cc1cc2cc(CNC(=O)CCC(=O)O)ccc2[nH]1 | -1 | i | -1 | 0.2 | 29 | 3 | -1 | -1.4 | -9 | 0

# Six structures out of the list, sorted by number of heavy atoms, rising:
entry | SMILES | Rv3671c protease | BH1578 lux ind | FBA Mtb inh | UGM FP inh | VHR inh abs | GDH-TPI counter | MazEF act | Mtb BioA inh | SSB-PriA inh | 3CLpro inhibitor
24 | Cc1cc2cc(CNC(=O)CCC(=O)O)ccc2[nH]1 | -1 | i | -1 | 0.2 | 29 | 3 | -1 | -1.4 | -9 | 0
11 | COc1ccc(O)c(C(=O)CC(=O)c2ccccc2)c1 | -6 | / | / | -0.6 | -5 | / | / | / | / | -2
5 | Cc1ccc(/C=N/NC(=O)CCCOc2ccc(Cl)cc2Cl)cc1 | -6 | 3.8 | -2 | -0.4 | -2 | 5 | -3 | -0.8 | / | 3
2 | COc1ccc(-c2coc3cc(OC(C)=O)c(OC)cc3c2=O)cc1 | 2 | -0.4 | 21 | / | / | 22 | -9 | -0.2 | -7 | /
14 | Cc1ccc(CNC(=O)c2nn(C)c3c2CS(=O)(=O)c2ccccc2-3)cc1 | 0 | -2.6 | 3 | 2.1 | -25 | -3 | 7 | -0.3 | -4 | -3
21 | COCC1CCN(C(=O)c2cc(COc3ccc(OC)c4ccccc34)on2)C1 (configuration not stated) | -7 | -0.2 | 2 | -0.6 | -3 | 19 | 6 | -0.2 | -5 | 10

# (further entries)
entry | SMILES | Rv3671c protease | BH1578 lux ind | FBA Mtb inh | UGM FP inh | VHR inh abs | GDH-TPI counter | MazEF act | Mtb BioA inh | SSB-PriA inh | 3CLpro inhibitor
25 | CC(C)(C)[C@H]1C=C(C(N)=O)O[C@@H](OCc2ccc(CO)cc2)C1 | 1 | i | 3 | 1.6 | 7 | -12 | 4 | 2.2&-0.8 | -13 | 5
26 | O=c1oc2ccccc2c(NC(c2ccccc2)c2ccccc2)c1[N+](=O)[O-] | -8 | i | 2 | -3.0 | -8 | 18 | -2 | 0.0 | 19 | -3
27 | CSC[C@H](NC(=O)COc1cc2c(c3oc(=O)c(C)c(C)c13)CCC(C)(C)O2)C(=O)O | 6 | -0.6 | + | -0.8 | 2 | 15 | 1 | 0.6 | 9 | 5
28 | CCOC(=O)/C(=C/c1ccc(Cl)cc1)NC(=O)c1ccco1 | 2 | i | 2 | 0.8 | -10 | 16 | 1 | 6.9 | -21 | -2
29 | Cc1ccc(/C=C/C(=O)NC(=S)N2CCN(C)CC2)cc1 | -1 | -0.1 | 5 | -0.9 | -7 | 16 | 1 | / | -3 | 4
30 | CCOc1ccccc1/C=N/NC(=O)CNC(=O)COc1ccccc1 | 14 | -1.4 | 3 | 0.0 | 26 | 1 | 1 | / | / | 0
31 | CN(C)CC(=O)Nc1cc(C(F)(F)F)ccc1Cl | -10 | i | 1 | 1.8 | 35 | 6 | 1 | -5.9 | -6 | 0
32 | O=C(CC1Oc2ccccc2NC1=O)NCc1ccccc1 (configuration not stated) | 0 | -0.2 | 2 | 0.8 | 17 | 2 | 6 | -0.5 | -8 | 6
33 | COc1cccc(NC(=O)Nc2ccc3nsnc3c2)c1 | -17 | -3.3 | -4 | -2.0 | 16 | 0 | 17 | 14 | -40 | -6
34 | CN(Cc1ccccc1)S(=O)(=O)c1ccc(Cl)c(C(=O)N2CCOCC2)c1 | / | -0.5 | 1 | / | / | 8 | 2 | -0.7 | / | /
35 | COc1ccccc1CCNC(=O)c1ccc(C)o1 | 1 | 2.2 | 4 | 1.3 | 0 | -8 | -5 | / | -8 | -5
36 | COc1ccc(C(C)=O)cc1CC1(C)C(=O)Nc2ccc(-c3cccc(C(F)(F)F)c3)cc21 (configuration not stated) | / | i | 1 | / | / | 0 | / | -2.0 | / | /
37 | Cc1cc([N+](=O)[O-])nn1CCCC(=O)Nc1cc(Oc2ccc(F)cc2)cc([N+](=O)[O-])c1 | 4 | -2.7 | 0 | -0.7 | -22 | 6 | 19 | / | -5 | -4
38 | CN(/C(=N\S(=O)(=O)c1ccccc1)c1ccccc1)c1ccc(O)cc1 | 9 | i | -2 | -0.3 | -29 | -1 | 6 | / | / | -1
39 | CCOC(=O)C(=O)/C(=C\N(C)C)c1onc(-c2c(F)cccc2Cl)c1C(=O)OC | -2 | -0.9 | 1 | -2.4 | 2 | 16 | 2 | -1.2 | -7 | 3
40 | COC(=O)c1ccc(NS(=O)(=O)NC(=O)c2cn(C)c3ccccc23)cc1 | 2 | -6.2 | 4 | 2.0 | 1 | 7 | 3 | -1.4 | 7 | 2
41 | O=C(NCCC1=CCCCC1)C(=O)NCC(c1ccco1)N1CCN(c2ccccc2F)CC1 (configuration not stated) | -4 | 0.3 | 2 | -1.7 | -4 | 8 | 5 | 0.3 | -4&-10 | -5
42 | COc1ccc(-c2csc(NC(=S)NC(=O)c3cccs3)n2)cc1Br | -3 | -0.6 | 0 | -0.1 | 10 | 8 | -7 | -2.0 | 0 | -2
43 | COc1ccc(C(c2oc(CO)cc(=O)c2O)c2oc(CO)cc(=O)c2O)cc1OC | 8 | i | 4 | 0.0 | 22 | 3 | 8 | -1.2 | -6 | 4
44 | N#C/C=C(/c1ccc(F)cc1)N1CCOCC1 | 1 | -0.9 | -3 | 2.9 | 23 | 3 | 8 | / | -2 | -3
45 | CN(C)S(=O)(=O)c1cccc(-c2nn(-c3ccccc3)cc2/C=C(\C#N)c2nc3ccccc3[nH]2)c1 | -37 | -0.6 | 2 | -0.6 | 3 | 13 | -35 | -0.1 | 2 | 0
46 | CSCC[C@H](NC(=O)C1CCN(S(=O)(=O)c2ccc(C)cc2C)CC1)c1nc2ccccc2[nH]1 | -12 | i | 2 | 2.0 | / | 5 | -3 | -1.3 | 4 | /
47 | c1ccc2c(N3CCCCCC3)nc(-c3ccncc3)nc2c1 | -13 | 0.5 | 0 | -2.5 | 23 | 18 | -11 | 3.3 | 0 | 6
48 | O=C(COc1ccc(S(=O)(=O)N2CCOCC2)cc1)NCc1ccccc1 | 9 | -1.6 | 0 | -4.5 | 2 | -1 | -5 | -0.6 | -13 | -2

# Screens deposited in PubChem BioAssay by several laboratories.
